# EPAC2 ag = activates human EPAC2 exchange factor | Q8WZA2 | EPAC2 activation, biochemical qHTS; response scale: 100% = 6.5 mM cAMP response | Potency, µM (series often up to 154 µM), inactives show top-dose activation, usual class: activators | 0.079% of 360,000 active; further: potency means the concentration at half of the fitted maximal effect; nearly all actives have a fitted effect of over 50% in size
#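 Nucleotide exchange monitored as fluorescence drop when BODIPY-GDP leaves Rap1B. Reaction: 100 nM EPAC2, 250 nM RAP1B-BODIPY-GDP, 50 uM GDP, room temperature, kinetic read over 30 min. Activity expressed relative to 6.5 mM cAMP.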
# Abeta yeast res = A-beta toxicity reversal in yeast | 0.063% of 410,000 active | yeast expressing A-beta42, growth rescue, OD600, 48 h; response scale: 0% DMSO, 100% iron-clioquinol control | Potency, µM (titrated, usually from 46.1 µM), inactives show top-dose growth rescue, most hits filed as activators; further: potency means the concentration at half of the fitted maximal effect; nearly all actives have a fitted effect of over 55% in size
#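 Yeast growth medium received pinned compounds, then yeast cells expressing toxic A-beta were added; plates incubated at 30 C for 48 hr. Growth read as absorbance at 600 nm, normalized to DMSO and equimolar FeCl3 plus clioquinol controls.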
# DRD3 antagonist = blocks the human D3 dopamine receptor. D3R cells, DiscoveRx beta-arrestin luminescence, antagonist mode; stronger effect = lower value. max response, negative = inhibition, %. 2.5% of 360,000 active. AID 652054; in the data active means max response below about -50%; inconclusive means no clear call, values can overlap the other calls; further: on the % scale 0 is the no-effect control and ±100 the full control effect; mostly tested at two doses, the higher about 12 µM
# Target sequence (P35462 whole entry, looked up): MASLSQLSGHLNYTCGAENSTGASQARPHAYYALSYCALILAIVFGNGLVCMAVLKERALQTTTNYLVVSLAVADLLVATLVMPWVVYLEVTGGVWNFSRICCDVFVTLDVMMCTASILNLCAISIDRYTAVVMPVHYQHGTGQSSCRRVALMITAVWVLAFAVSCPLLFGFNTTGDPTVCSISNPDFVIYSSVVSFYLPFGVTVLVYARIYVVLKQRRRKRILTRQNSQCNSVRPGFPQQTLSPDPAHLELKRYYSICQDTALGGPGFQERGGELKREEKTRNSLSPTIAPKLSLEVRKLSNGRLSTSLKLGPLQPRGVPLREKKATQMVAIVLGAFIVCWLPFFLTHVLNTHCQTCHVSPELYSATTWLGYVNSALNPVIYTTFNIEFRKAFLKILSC
#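 Cells plated overnight at 1500 cells/well, then exposed to library compounds with dopamine controls for 90 minutes at 37 degrees C. DiscoveRx reagent added for 30–60 minutes at room temperature; luminescence read, quantitative HTS format.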
# EPAC2 antagonist = EPAC2 (human) antagonism; Q8WZA2; EPAC2 GEF exchange of Rap1B-BODIPY-GDP, fluorescence; 0.18% of 360,000 active; Potency, µM (doses to about 114 µM), inactives show at the highest dose activity, negative = inhibition, most hits filed as inhibitors; further: potency means the concentration at half of the fitted maximal effect; on the % scale 0 is the no-effect control and ±100 the full control effect; nearly all actives have a fitted effect of over 45% in size; many of its hits are not listed in these tables
# FUS yeast rescue = suppressors of FUS proteinopathy in yeast | 0.24% of 390,000 active | Potency, µM (highest dose often 76.6 µM), for inactives: top-dose growth rescue (activation), most hits filed as activators | S. cerevisiae FUS-expressing, growth rescue, OD600, 24 h | AID 1347120;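 further: potency means the concentration at half of the fitted maximal effect; plate controls were DMSO vehicle for no effect and reference control for full effect; nearly all actives have a fitted effect of over 55% in size; some results filed as inactive show a strong effect at the top dose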
#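 Steps: raffinose overnight preculture; dilution to OD 0.005 in 2% galactose minimal medium; compound addition (concentration series); 24hr at 30C, 99% humidity; absorbance read at 600 nm.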
# aSyn yeast inh = inhibitors of alpha-synuclein toxicity in yeast. Potency, µM (series often up to 46.1 µM), inactives show top-dose growth rescue (activation), actives largely listed as activators. Yeast expressing alpha-synuclein, growth rescue, BacTiter-Glo, 24 h. 0.14% of 370,000 active. AID 652106; further: potency means the concentration at half of the fitted maximal effect; % of control where 0% means no effect; nearly all actives have a fitted effect of over 65% in size
#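 Rescue of yeast growth: cells expressing toxic alpha-synuclein, induced in galactose at OD600 0.02, incubated with compound 24 h at 30 C. ATP luminescence quantified growth; inhibitors of toxicity appear as activators.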
# D3 ag = D3 dopamine receptor (human) agonism; P35462; D3R DiscoveRx beta-arrestin cells, luminescence, 90 min; max activation, %; 0.58% of 410,000 active; AID 652048; in the data active means max activation above about 30%; further: 0% is about no effect; mostly tested at two doses, the higher about 12 µM
#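 Cells at 1500/well, incubated overnight, then treated with pinned compounds (dopamine as control) for 90 min at 37 degrees C. DiscoveRx reagent added for 30 - 60 minutes at room temperature; luminescence read.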
# TDP-43 yeast inh = inhibitors of TDP-43 toxicity in yeast; TDP-43 expressing yeast growth rescue, BacTiter-Glo, 24 h; Potency, µM (doses to about 46.1 µM), inactives show top-dose growth rescue (activation), usual class: activators; 1.8% of 410,000 active; further: potency means the concentration at half of the fitted maximal effect; % of control where 0% means no effect; nearly all actives have a fitted effect of over 50% in size
#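 Galactose-induced TDP-43 yeast, OD600=0.02, compound pinned; 24 hr, 30 deg C; BacTiter-Glo luminescence for growth. Inhibitors of TDP-43 toxicity read as activators.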
# Starred values were filed as active, the others as inactive; u = inconclusive; x = no result given; & = joins results of further samples; [ ] = dose if it differs, or a comment. Unless noted, the call rests on the fitted dose curve; in most records, active means well fitted curve in the direction sought with a large enough effect; inconclusive means small, poorly fitted or top-dose-only effect, or another doubt; inactive means no such curve, though single readings can be large; an effect the other way counts as inactive or inconclusive. The list is partial; rates above refer to the full screens.
# Value order – EPAC2 ag	Abeta yeast res	DRD3 antagonist	EPAC2 antagonist	FUS yeast rescue	aSyn yeast inh	D3 ag	TDP-43 yeast inh
- Nc1ccccc1C(=O)NNC1=C(C(=O)C(F)(F)F)CCC1
    8%	-14%	-23	4%	5%	2%	8	-13%
- O=C(NCc1cccnc1)/C(=C/c1ccc(-c2ccc(Cl)cc2)o1)S(=O)(=O)c1ccccc1
    4%	13%	u	2%	29%	11%	-46	-12%
- CC1=NNC(=O)C1CCC(=O)N/N=C/c1ccc(Cl)cc1Cl (stereo not given)
    3%	7%	16	-12%	8%	5%	0	13%
- O=C(OCc1ccc(F)cc1)c1cccnc1Cl
    -2%	-4%	10	-20%	4%	1%	2	4%
- CN(C)Cc1cc(C(C)(C)c2cc(CN(C)C)c(O)c(CN(C)C)c2)cc(CN(C)C)c1O
    -1%	-7%	19	2%	14%	1%	-2	0%
- Fc1cccc(CSc2nc(NCCc3ccccc3)c3ccccc3n2)c1
    x	-16%	x	x	9%	x	7	9%
- CSCC[C@H](NC(=O)Cc1c(C)c2cc3c4c(oc3cc2oc1=O)CCCC4)C(=O)O
    3%	-19%	-5	6%	8%	u	-1	2%
- Cc1ccnc(NCc2cc(Cl)cc(Cl)c2O)c1
    17%	13%	-17	-9%	-15%	14%	-4	-17%
- O=C(NC1CCN(C(=O)NCc2ccccc2)CC1)c1ccco1
    -2%	14%	1	12%	15%	-1%	3	0%
- O=C(CN1CCCN(Cc2ccc(F)cc2Cl)C1=O)NC1CCCCCC1
    1%	10%	-24	-1%	21%	4%	-47	4%
- Cc1nn(CC(=O)Nc2ccc(Cl)cc2)c(=O)c2cc(-c3ccccc3)nn12
    3%	3%	-5	3%	1%	-9%	-7	-6%
- Fc1cccc(-c2cncc(N3CCN(CCN4CCCC4)CC3)n2)c1
    0%	16%	12	-1%	-7%	1%	0	6%
- CN(C)S(=O)(=O)c1ccc(C(=O)NCC[N+]2(C)CCCCCC2)o1
    2%	-17%	-2	-1%	-22%	-9%	-2	-3%
- CSc1ccccc1NC(=O)CN(C)CC(=O)c1c(C)[nH]c2ccccc12
    2%	0%	8	0%	x	1%	-2	24%
- Cc1csc(SCC(=O)Nc2ccccc2C)n1
    -5%	8%	42	14%	x	1%	6	-9%
- O=C(COC(=O)Cc1ccc(Br)cc1)NC1CCCCC1
    -2%	8%	15	-1%	-17%	4%	16	u
- COc1ccc(Cc2cnc(N)s2)cc1
    3%	1%	18	-3%	23%	-3%	17	-6%[0.397 µM]
- N#Cc1ccc(NC(=O)COCc2cc(-c3ccco3)on2)cc1
    x	-13%	x	x	-4%	x	-8	5%
- COc1cc(C)ccc1S(=O)(=O)NC1CC(C)(C)NC(C)(C)C1
    2%	2%	-23	2%	26%	6%	6	x
- COc1ccc(C(=O)Nn2c(C)nc3ccccc3c2=O)cc1OC
    17%	-19%	6	0%	-20%	0%	0	8%
- CC(=O)Oc1ccccc1/C=C1\CCOC1=O
    6%	6%	6	6%	-9%	0%	3	1%
- O=C(COC(=O)c1ccc(Cl)c(S(=O)(=O)N2CCOCC2)c1)NCc1ccco1
    5%	-8%	-6	1%	15%	-2%	-1	-13%
- Cc1ccccc1Oc1ccc(-c2nc(N)nc(N)n2)cc1
    19%	-81%[inhibitor]	4	-11%	1%	-20%	-8	-52%[inhibitor]
- CC(=O)Nc1cc(C(=O)N(C)Cc2ccco2)ccc1Sc1ccc(C)cc1
    5%	-11%	-14	2%	7%	0%	-9	5%
- Cc1nc(NCCc2ccccc2)c(C#N)c(C)c1[N+](=O)[O-]
    8%	-14%	3	-3%	-14%	4%	3	u
- COc1cccc(O)c1CN1CCC(n2nccc2NC(=O)c2ccc3c(c2)OCO3)CC1
    -2%	-11%	5	-6%	15%	0%	-4	-5%
- CCN(CC)Cc1cc(C(C)(C)C)cc(N2CCOCC2)c1O
    -2%	-14%	-15	0%	14%	1%	-8	-5%
- CCOC(=O)C1CCN(c2csc3ccc(C)cc3c2=O)CC1
    x	5%	x	x	13%	x	2	-10%
- CC(C)CCOc1ccc(C(=O)NCC2OCCc3ccccc32)cc1 (stereo not given)
    x	-1%	x	x	-15%	x	10	0%
- Cc1cccc2cc(CN(CCN3CCOCC3)C(=O)NCc3ccccc3)c(=O)[nH]c12
    4%	-11%	34	9%	8%	0%	0	-9%
- CCOCCCn1c(=S)[nH]c2cc(C(=O)N3CCOCC3)ccc2c1=O
    13%	3%	-12	-5%	16%	-2%	-14	13%
- COc1ccc(NC(=O)Nc2ccccc2C(=O)N2CCCC2)cc1
    0%	25%	5	5%	-11%	-6%	3	14%
- CCCSc1nn2c(=O)c3ccccc3nc2s1
    0%[15.6 µM]	-22%	-51*	7%	-4%	-10%	-3	u
- CC(C)(C)NC(=O)C1N(c2cccnc2)C(=O)C2C(C(=O)Nc3ccccc3)C3(C)C=CC21O3 (stereo not given)
    9%	-3%	-17	-10%	7%	0%	-8	-1%
- O=C(N/N=C1\CC2CC=CC12)c1ccc(COc2ccccc2)cc1 (stereo not given)
    18%	-30%	15	-2%[57.1 µM]	11%	1%	-2	19%
- COc1ccc(C)cc1NC(=O)C(NC(=O)c1cc(OC)c(OC)c(OC)c1)C(C)C (stereo not given)
    -3%	-9%	8	-3%	10%	13%	3	5%
- Cc1noc(/C=C/c2cccs2)c1S(=O)(=O)N1CCC(C(=O)Nc2ccc(F)c(Cl)c2)CC1
    x	-6%	x	x	8%	x	-7	11%
- CCN(CC)C(=O)c1cnn(-c2ccccc2)c1NC(=O)c1cccs1
    2%	-20%	27	7%	8%	1%	-1	-30%
- CC(C#N)N1CCN(S(=O)(=O)c2ccc3c(c2)CCC3)CC1 (stereo not given)
    6%	-10%	18	-9%	21%	0%	2	3%
- Cc1ccc(S(=O)(=O)N2C[C@]3(O)C[C@@H]4C(=O)N(c5ccccc5)C(=O)[C@@H]4C[C@]3(OC(=O)NCc3ccccc3)C2)cc1
    7%	-3%	-7	11%	-12%	16%	-4	28%
- CCN(CC)C(=O)c1ccc(-c2nnc(Nc3cccc(O)c3)c3ccccc23)cc1
    8%	-4%	8	13%	-3%	-1%	2	10%
- CCNC(=O)COc1ccc(OCc2ccccc2)cc1
    16%	-19%	2	-8%	7%	7%	-1	21%
- Cc1ccc(S(=O)(=O)NCc2ccccc2)cc1C(=O)NCC1CCCO1 (stereo not given)
    12%	-7%	-17	11%	13%	0%	2	12%
- O=C(CSc1nnnn1-c1ccccc1)NCc1cccs1
    0%	1%	-13	-14%	9%	2%	-5	-6%
- O=C(Cn1c(=O)n(-c2ccc(F)cc2)c(=O)c2sccc21)N1CCCC1
    6%	4%	10	-2%	2%	1%	23	-7%
- Cc1ccc(C(=O)NCC(=O)OC(C)C(=O)Nc2ccc(N(C)C)cc2)cc1C (stereo not given)
    5%	-3%	13	-5%	42%	3%	4	-7%
- O=C(/C=C/c1c(F)cccc1Cl)NCCCN1CCOCC1
    5%	14%	0	6%	-8%	2%	5	10%
- COc1ccc(C(NC(=O)c2ccccc2F)NC(=O)c2ccccc2F)cc1
    8%	8%	11	-1%	21%	-3%	-25	-1%
- CCCN(CCC)CCCNC(=O)c1cc2c(=O)[nH]c3ccccc3c2n1C
    10%	-13%&-9%	-24	8%	-20%&-13%	-4%&-2%	-5&-16	13%&-1%
- COc1ccccc1C1c2ccc3ccccc3c2Oc2ncn(CCCO)c(=N)c21 (stereo not given)
    -3%	-16%	1	-8%	u	12%	4	-16%
- Nc1cccnc1Sc1cc(Cl)c(Cl)cc1Cl
    -10%	7%	-7	20%	10%	x	-3	u
- COC(=O)c1sc(N)c(C(=O)OC)c1CSc1nnnn1C
    -13%	-3%	-14	-1%	-6%	-2%	-4	-3%
- O=[N+]([O-])c1cc2c(cc1/C=N/Nc1nc(N3CCCC3)nc(N3CCCC3)n1)OCO2
    -4%	8%	3	-13%	15%	0%	5	u
- Cc1ccc(NC(=O)Cn2c(C)cc(C)c(C#N)c2=O)c(Cl)c1
    -1%	-19%	-15	28%	25%	20%	-7	-30%
- Cc1cccc(NC(=O)NCC(c2cccnc2)N2CCOCC2)c1 (stereo not given)
    1%	2%	21	12%	-1%	0%	1	12%
- COc1cc(OC)cc(C(=O)OCCCOC(=O)c2cc(OC)cc(OC)c2)c1
    7%	10%	24	-10%	0%	0%	14	-5%
- Cn1cccc1C(C#N)c1ccccc1C#N (stereo not given)
    2%	-3%	3	-6%	2%	3%	1	20%
- CN(C)S(=O)(=O)c1cccc(NC(=O)CCNC(=O)Nc2ccccc2)c1
    -4%	-7%	17	0%	-15%	2%	-5	0%
- Nc1c(-c2ccccc2)cnn1-c1cccc(Cl)c1
    17%	-10%	16	-9%	9%	4%	4	16µM*
- CC(C)=CCN1CCN(Cc2cccn2-c2nccs2)CC1CCO (stereo not given)
    4%	5%	9	3%	5%	0%	-7	-35%[inhibitor]

# Next part.
# Value order – EPAC2 ag	Abeta yeast res	DRD3 antagonist	EPAC2 antagonist	FUS yeast rescue	aSyn yeast inh	D3 ag	TDP-43 yeast inh
- NN=C1c2ccccc2-c2ccc(N)cc21
    -1%	2%	-8	-1%	x	-9%	1	29%
- CC1(C)CC(=O)C(Sc2nnc(-c3ccc(NS(C)(=O)=O)cc3)n2Cc2ccco2)C(=O)C1
    9%	-27%	-27	2%	3%	6%	-4	-9%
- CCCN1CCC(NC(=O)CCc2nnc(-c3ccccc3)o2)CC1
    5%	4%	-53*	-1%	3%	-6%	-6	-8%[0.397 µM]
- NC(=NC(=O)c1ccccc1)C1=C(O)CCC1=O
    2%	-16%	-12	9%	-13%	0%	5	-17%
- O=C(CCC(=O)c1cccs1)NCc1ccncc1
    0%	-18%	4	-2%	23%	0%	4	27%
- Cc1nc2cccc(C(=O)Oc3ccc([N+](=O)[O-])cc3)c2o1
    4%	-38%[inhibitor]	-6	8%	4%	24%	-16	-28%[9.22 µM]
- CCN(CC)CCNCc1ccc(-c2ccc(Cl)cc2)o1
    1%	16%	u	0%	-4%	-1%	-22	-4%
- COc1ccc(C(=O)N/C(=C/c2cccc3ccccc23)C(=O)NCCc2c[nH]c3ccccc23)cc1OC
    5%	-10%	-6	-4%	x	-11%	3	11%

# Assay outcomes as filed in PubChem BioAssay.
